Assay outcomes deposited in PubChem BioAssay by several laboratories.
VIM-2 inhibitor – VIM-2 metallo-beta-lactamase inhibitors, primary screen, biochemical, epi-absorbance readout, Pseudomonas aeruginosa enzyme; purified VIM-2, nitrocefin hydrolysis, epi-absorbance fluorescence; inhibition, % at 5.6 µM; 290,000 tested, 0.89% active;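 active = inhibition above the mean of all tested compounds plus 3 SD, cutoff set per screening run, cut at about 7.5% in these data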;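 note: red hydrolysis product quenches plate fluorescence so inhibitors raise well fluorescence; 0% = enzyme with DMSO and 100% = DMSO without enzyme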
IMP-1 inhibitor – IMP-1 metallo-beta-lactamase inhibitors, primary screen, biochemical, epi-absorbance readout, Pseudomonas aeruginosa enzyme. metallo-beta-lactamase IMP-1 (Pseudomonas aeruginosa). purified IMP-1, nitrocefin hydrolysis, epi-absorbance fluorescence. inhibition, % at 5.6 µM. 290,000 tested, 0.45% active;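 active = inhibition above the mean plus 3 SD of all compounds in the same screening run, cut at about 4.5% in these data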;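 note: 0% = IMP-1 with DMSO and 100% = DMSO wells lacking enzyme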
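System – purified recombinant IMP-1 beta-lactamase · Input – IMP-1 dispensed at 0.2 nM · Timing – 15 min preincubation plus 25 min reaction at 25 °C · Signal – Epi-absorbance fluorescence, 480 nm excitation, 530 nm emission · Measure – percent IMP-1 inhibition derived from blank-referenced optical density · Controls – Enzyme-plus-DMSO low control, enzyme-free DMSO high control · Replication – singlicate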
UBC9 SUMO inh – inhibitors of in vitro SUMOylation cascade, primary screen, biochemical, HTRF, uHTS | SUMO-conjugating enzyme UBC9 (Homo sapiens), P63279 | HTRF SUMOylation assay, SAE1/SAE2 + UBC9 | inhibition, % at 35 µM | 290,000 tested, 0.36% active | AID 2006, 2009; in the data active = inhibition above about 50%, passing the limit was not always enough; note: strong numbers were not always called active
Target sequence (P63279 whole entry, looked up): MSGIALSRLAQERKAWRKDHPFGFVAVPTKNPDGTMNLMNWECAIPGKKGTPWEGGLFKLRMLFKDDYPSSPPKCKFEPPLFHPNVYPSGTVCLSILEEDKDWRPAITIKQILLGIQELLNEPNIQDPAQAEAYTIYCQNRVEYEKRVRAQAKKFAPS
IDE cell activ – human IDE activators in live cells, primary screen, fluorescence polarization, HEK cells, FAbeta-B substrate; Insulin-degrading enzyme (Homo sapiens), P14735; FAbeta-B cleavage; 0% vehicle, 100% cell-free pure enzyme wells; activation, % at 5.96 µM; 340,000 tested, 0.073% active;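 active = activation above the mean of all tested compounds plus 3 SD, set per screening campaign, cut at about 17% in these data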
MEKK3 PB1 HTS – modulators of MEKK3-MEK5 PB1 binding, primary screen, biochemical, wildtype MEKK3, multiplex bead flow cytometry, Alexa488-MEK5; bead-based flow cytometry, Alexa488-MEK5 binding to MEKK3; actives lie on both sides; 0 = blocked by unlabeled MEK5, 100 = vehicle; binding response (% of control), % at 10 µM; 290,000 tested, 1.4% active; AID 1529, 2009;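 active = binding response more than 3 SD above or below the average of its plate-row segment, actives on both sides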;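 note: Alexa488 bead fluorescence after subtracting the streptavidin-only scavenger bead signal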
Target sequence (Q99759 whole entry, looked up): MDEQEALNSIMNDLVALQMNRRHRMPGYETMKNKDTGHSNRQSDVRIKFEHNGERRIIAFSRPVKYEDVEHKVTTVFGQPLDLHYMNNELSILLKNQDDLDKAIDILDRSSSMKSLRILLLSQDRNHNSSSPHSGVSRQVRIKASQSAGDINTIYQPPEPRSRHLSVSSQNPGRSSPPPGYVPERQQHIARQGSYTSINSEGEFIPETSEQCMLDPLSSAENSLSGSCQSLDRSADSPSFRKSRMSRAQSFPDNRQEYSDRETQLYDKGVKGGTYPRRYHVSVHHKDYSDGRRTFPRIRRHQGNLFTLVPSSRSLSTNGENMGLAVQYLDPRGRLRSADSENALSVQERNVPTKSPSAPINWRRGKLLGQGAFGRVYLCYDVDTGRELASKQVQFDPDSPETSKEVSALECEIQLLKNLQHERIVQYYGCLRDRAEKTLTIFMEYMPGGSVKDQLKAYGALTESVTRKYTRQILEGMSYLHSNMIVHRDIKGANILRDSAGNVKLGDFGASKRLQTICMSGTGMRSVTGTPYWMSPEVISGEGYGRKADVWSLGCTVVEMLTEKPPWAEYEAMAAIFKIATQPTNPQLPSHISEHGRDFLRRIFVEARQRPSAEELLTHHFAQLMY
PHOSPHO1 inh – PubChem AID 1565; Phosphoethanolamine/phosphocholine phosphatase (Homo sapiens), Q8TCT1; recombinant PHOSPHO1, absorbance phosphatase assay; inhibition, % at 13.3 µM; 290,000 tested, 1.1% active; in the data active = inhibition above about 60%
Target sequence (Q8TCT1 whole entry, looked up): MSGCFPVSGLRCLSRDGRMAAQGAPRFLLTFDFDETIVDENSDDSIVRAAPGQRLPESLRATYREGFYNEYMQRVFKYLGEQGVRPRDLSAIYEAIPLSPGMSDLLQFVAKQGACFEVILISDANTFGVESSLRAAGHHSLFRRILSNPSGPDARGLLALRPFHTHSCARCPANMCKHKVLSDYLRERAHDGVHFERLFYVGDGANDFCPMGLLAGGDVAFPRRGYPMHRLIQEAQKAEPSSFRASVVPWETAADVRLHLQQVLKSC
p-CIP stab down – p/CIP-EGFP fusion destabilizers, primary screen, fluorescence, F442A cells; Q05BA5; 16 h; decrease of EGFP signal, % at 10 µM; 290,000 tested, 0.01% active;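 active = EGFP signal decrease of at least 30% at 10 µM or well 3 SD below plate mean, unless failing retest; inactive = the rest, including hits failing retest or dose response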; note: some compounds called inactive have numbers as strong as hits; many of its hits are not listed in these tables
NS3 helicase inh – inhibitors of HCV NS3 helicase, primary screen, biochemical, Cy5 molecular beacon fluorescence; Hepatitis C virus NS3 helicase; NS3 helicase DNA unwinding; inhibition, % at 10.9 µM; 290,000 tested, 0.56% active; AID 1800, 2009;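 active = inhibition above the mean of all tested compounds plus 3 SD, set per campaign, cut at about 35% in these data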;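 note: 0% = DMSO wells and 100% = thioflavine S control wells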
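Test system: hepatitis C virus NS3 helicase domain fragment enzyme. Also added: annealed dual-labelled DNA beacon duplex, ATP-started. Timing: 60 min unwinding reaction at 25 °C after ATP addition. Technique: Cy5 fluorescence. Measure: % inhibition of unwinding.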
DNA FID counter – compounds displacing fluorescent DNA intercalator, primary screen, artefact control for HCV NS3 helicase inhibitor project, biochemical, FID fluorescence; DNA fluorescent intercalator displacement; inhibition, % at 7.9 µM; 290,000 tested, 0.17% active; in the data active = inhibition above about 37%;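 note: 0% = vehicle and 100% = reference compound; higher means more ethidium bromide displaced from hairpin DNA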
The depositor's hits bear a star; / = not tested or not shown. This is a subset. The share of hits here may be higher or lower than overall.

Every second line gives: VIM-2 inhibitor	IMP-1 inhibitor	UBC9 SUMO inh	IDE cell activ	MEKK3 PB1 HTS	PHOSPHO1 inh	p-CIP stab down	NS3 helicase inh	DNA FID counter
> COc1ccc(C(=O)NNC(=O)c2snnc2C)cc1
    -1.4	-0.5	-14	1	95	12	-7	-7	1
> O=C(CCl)Nc1cccc(Oc2ccccc2)c1
    -4.8	-5.2	10	1	99	21	-25	-2	0
> NC1=NC(=O)/C(=C/c2cccc(F)c2)S1
    -1.5	-1.5	6	3	102	35	-13	4	-1
> CC1(/[N+]([O-])=C/c2ccc(Cl)cc2Cl)CCCCC1=O (stereo not given)
    6.4	-1.0	2	/	97	10	-2	-2	0
> CCOc1ccc2nc(NC(=O)CSc3nc(-c4ccccc4)c(C#N)c(=O)[nH]3)sc2c1
    -4.0	-2.8	34	-7	105	-21	1	-5	13
> NC(=O)c1ccc(NC(=O)CSC2=Nc3ccccc3C3CC=NN23)cc1 (stereo not given)
    -0.5	-2.5	-2	0	107	30	6	0	-14
> CCN(CC)CCCNc1nc(SC)nc2sc3c(c12)CCN(C)C3
    13*	-1.4	20	/	99	23	3	-49	17
> c1ccc2c(c1)N1CCCN=C1N2CCN1CCCCC1
    -6.0	-4.8	12	-3	106	19	-10	-3	9
> CC(C)CNc1cc(N2CCCC2)ccc1[N+](=O)[O-]
    3.4	-0.6	-5	0	101	32	0	0	3
> Cc1cccc(-c2nc(=S)c3c(o2)CCCC3)c1
    -1.5	-0.8	18	1	72	19	-6	17	5
> COc1ccc(NC(=S)N2CCC(NC(=O)c3ccc(OC)cc3)CC2)cc1
    -1.8	-1.6	-7	5	99	31	-7	20	-8
> O=C(CCS(=O)(=O)c1cccc2nsnc12)NC1CCCCCC1
    -1.3	-2.5	3	1	112	-4	-7	4	0
> Cc1cccc(NS(=O)(=O)c2nnc(NC(=O)CC(C)C)s2)c1
    -4.3	-3.4	10	4	99	5	-4	1	-17
> Cc1scc(C(=O)N/N=C/c2ccc(OC(C)C)cc2)c1C
    -2.9	-2.9	-8	0	113	-11	-18	-13	-14
> Cc1cc(C)c(S(=O)(=O)n2cnc3ccccc32)c(C)c1
    -2.6	0.0	4	-1	100	19	-6	1	3
> CNC(=O)c1cc2cc(Cc3ccccc3Cl)ccc2oc1=O
    -1.8	-1.0	19	-7	94	21	1	-5	-3
> Cc1c(Cl)cccc1NC(=O)Cc1ccc([N+](=O)[O-])cc1
    -1.9	-2.7	5	-3	99	24	2	13	3
> CC(C)CN(CC(C)C)c1nnc(NC(=O)Cn2c(=O)oc3ccccc32)s1
    -3.5	0.0	4	3	102	-5	-20	-7	-9
> O=C(/C=C/c1cn(-c2ccccc2)nc1-c1cccc(Cl)c1)N1CCN(c2ccccn2)CC1
    -1.3	-2.2	-1	-6	109	37	-4	-3	-4
> O=C1CS(=O)(=O)c2ccccc2N1
    -0.4	-2.6	-8	2	101	28	14	7	-2
> O=C(NCc1cccc(Cl)c1)C1CCC(=O)N(CCCN2CCCC2=O)C1 (stereo not given)
    -2.6	-1.9	7	0	105	41	-5	-1	-10
> O=C(CSc1ccc2nnc(-c3ccccn3)n2n1)NCc1ccc2c(c1)OCO2
    0.5	-3.4	2	2	/	-7	-13	-3	-3
> O=C(COc1ccccc1)Nc1ccc(Cl)cn1
    -3.3	-1.7	2	4	97	27	8	14	-5
> CN(C)CCCNC(=O)c1cc(C(=O)c2ccccc2F)c[nH]1
    2.0	-3.6	6	-2	93	10	2	-2	-3
> CCOC(=O)n1c(=O)n(Cc2ccc(Cl)cc2Cl)c2ccccc21
    -5.5	-1.2	-6	5	96	10	-14	3	-27
> Cc1c(N=C2NN=C(c3ccc(Cl)cc3)CS2)c(=O)n(-c2ccccc2)n1C
    -0.8	1.0	8	5	99	30	3	-8	-2
> Cc1cc(C)c2ccc(=O)n(CC(=O)N/N=C/c3ccccc3Cl)c2n1
    -3.6	-3.5	16	-1	102	19	18	-16	-13
> O=S(=O)(Cc1cc(Cl)nc(-c2ccccc2)n1)c1ccccc1
    -1.6	-2.4	1	3	101	10	-12	0	-3
> CN(C)C(=O)C1Cc2ccccc2CN1S(=O)(=O)c1cccs1 (stereo not given)
    -3.7	-2.5	23	6	100	29	-4	17	-14
> CC(=O)c1c(C)[nH]c(C(=O)OCC(=O)Nc2sc3c(c2C#N)CCC(C)C3)c1C (stereo not given)
    -3.0	-0.5	12	3	94	25	-8	12	-8

Sorted by length of the SMILES (ascending): some entries from above.
Every second line gives: VIM-2 inhibitor	IMP-1 inhibitor	UBC9 SUMO inh	IDE cell activ	MEKK3 PB1 HTS	PHOSPHO1 inh	p-CIP stab down	NS3 helicase inh	DNA FID counter
> O=C(COc1ccccc1)Nc1ccc(Cl)cn1
    -3.3	-1.7	2	4	97	27	8	14	-5
> CN(C)CCCNC(=O)c1cc(C(=O)c2ccccc2F)c[nH]1
    2.0	-3.6	6	-2	93	10	2	-2	-3
> Cc1c(N=C2NN=C(c3ccc(Cl)cc3)CS2)c(=O)n(-c2ccccc2)n1C
    -0.8	1.0	8	5	99	30	3	-8	-2

(continued)
Every second line gives: VIM-2 inhibitor	IMP-1 inhibitor	UBC9 SUMO inh	IDE cell activ	MEKK3 PB1 HTS	PHOSPHO1 inh	p-CIP stab down	NS3 helicase inh	DNA FID counter
> O=C(NCc1cccnc1)C1COc2ccccc2O1 (stereo not given)
    -2.0	-1.4	5	1	/	9	8	2	2
> CCN(C(=O)N1CCOCC1)c1ccccc1
    -3.0	-2.4	2	-3	101	/	13	8	0
> Cc1cc(N2CCOCC2)ccc1/C=C1\NC(=O)N(Cc2ccccc2F)C1=O
    -0.5	-1.0	2	2	91	-5	-4	6	-6
> O=C(NCCCNC(=O)c1ccco1)c1ccc(Cl)c(Cl)c1
    -1.0	-1.3	-3	0	106	16	-6	-4	-12
> Cc1ccc(C)c(-c2ccc(=O)n(Cc3c(F)cccc3Cl)n2)c1
    0.4	-0.7	-10	-1	98	30	-6	-13	-32
> N#C/C(=C/c1ccc(N2CCCCCC2)o1)c1ccc(F)cc1
    -0.8	-0.7	/	-10	100	/	/	15	-22
> COc1cc(/C=N/NC(=O)c2cccc(NC(=O)c3ccccc3)c2)ccc1O
    -6.2	-4.2	-1	-4	104	24	4	3	-22
> Cc1nn(-c2cccc3cccnc23)c(=O)c2ccccc12
    -2.1	-3.6	7	2	104	32	5	-2	-2
> O=C(N/N=C/c1cccs1)c1n[nH]c2c1CCCC2
    -2.8	-1.4	7	0	95	47	8	0	-8
> Cc1cccc(-n2c(Cc3ccccc3)nnc2SCC(=O)N2CCOCC2)c1
    -1.2	-0.1	-12	5	104	13	-9	-10	-34
> Cc1cc(C(=O)NCc2ccccc2Cl)n(-c2ccccc2)n1
    -1.6	-3.6	-11	6	99	32	4	4	-12
> Cc1ccc(Nc2nnc(-c3ccncc3)s2)c(Br)c1
    -1.9	-1.3	12	-1	101	-7	4	-11	-20
> COc1cccc(OCCSc2nc(C)c(Cc3ccccc3)c(=O)[nH]2)c1
    -4.4	-3.0	21	2	100	-22	9	13	-4
> CCOC(=O)c1cc2c(C(F)(F)F)cc(-c3cccnc3)nc2o1
    3.3	1.4	8	-3	99	-4	0	-3	0
> O=C(Cc1ccccc1)Nc1ccc(NC(=O)c2ccc(Br)cc2)cc1
    -2.1	-2.2	10	0	103	14	6	-7	-2
> CCOC(=O)c1[nH]c(C)c(C(=O)N2CCN(C(=O)c3ccco3)CC2)c1C
    -9.1	-5.0	4	5	100	2	10	-6	-7
> O=C(CN1c2ccccc2S(=O)(=O)c2ccccc21)Nc1ccccc1F
    -1.9	-1.1	10	4	97	17	4	-3	-11
> Cn1c(SCC(=O)NC(=O)Nc2ccccc2)nnc1-c1ccncc1
    -2.3	-1.4	0	/	98	16	-3	15	-11
> O=C(Nc1ccc(S(=O)(=O)Nc2nccs2)cc1)C1CC(=O)N(c2ccc(Cl)cc2)C1 (stereo not given)
    0.6	-0.9	20	4	99	36	-18	-12	-22
> COc1ccc2o/c(=N\O)c(C(=O)Nc3ccccc3OC)cc2c1
    -3.8	-2.9	-5	-2	103	8	-3	19	0
> COCCN1C=C(C(=O)OC)C(c2ccccc2Cl)C(C(=O)OC)=C1
    -3.3	-4.3	27	3	102	15	-10	12	-8
> O=C(O)C(c1ccccc1)N1C(=O)/C(=C\c2ccc(-c3ccc(Br)cc3)o2)SC1=S (stereo not given)
    2.9	-1.7	10	-32	87	27	-35	7	14
> O=C(COC(=O)c1cc([N+](=O)[O-])ccc1N1CCOCC1)c1ccccc1Cl
    -1.5	-0.3	-2	1	99	29	1	-15	-8
> Cc1cc(O)c(-c2ccno2)cc1Cl
    0.8	0.9	-1	-1	97	-6	-17	16	8
> CCC[C@H](CN[C@@H](CNC)[C@H](C)CC)NCCc1cc(C(F)(F)F)cc(C(F)(F)F)c1
    0.9	-1.1	13	8	104	31	-3	-67	39*
> Cc1ccc(NC(=O)C2CC(=O)N/C(=N/N=C/c3ccco3)S2)cc1 (stereo not given)
    -1.7	-2.4	14	4	106	-3	0	-2	2
> Cn1c(SCC(=O)C(C)(C)C)nnc1-c1ccccn1
    -5.5	-1.5	1	1	104	23	0	4	-1
> COc1ccc(NC(=O)CCCNC(=O)Cn2cnc3sc(C)c(C)c3c2=O)cc1Cl
    0.1	0.0	5	-4	99	32	-16	-4	-22
> COc1ccc(C2=CC(c3cccc(OC)c3)n3nnnc3N2)cc1 (stereo not given)
    -2.1	-4.0	-1	-8	104	-6	-2	-8	-8
> CN(C)/C=C/C1=C([N+](=O)[O-])C(c2cccc([N+](=O)[O-])c2)NC(=O)N1 (stereo not given)
    -3.3	-3.1	-12	-1	88	35	0	7	0
> COc1ccccc1C(=O)Nc1ccnn1C1CCN(Cc2ccccc2OCCO)CC1
    0.1	-1.9	6	-5	105	-13	-2	0	3
> COc1cc(CN2CCC(CO)(CCOc3ccccc3)CC2)cc(OC)c1
    -3.0	-4.8	8	4	102	8	4	-5	13
> Brc1cccc(CNCc2cccs2)c1
    -0.8	-0.1	14	4	85	-2	-13	4	8
> Nc1nc(F)cc(NCc2ccccc2)n1
    -2.2	-0.5	12	5	96	0	-2	-9	0
> CC(C)c1nnc(NC(=O)C2CCN(C(=O)c3ccco3)CC2)s1
    -1.3	-2.1	2	6	102	26	3	7	-18
> CCOC(=O)CN(C(=O)CSc1nnc(-c2ccc(OC)c(OC)c2)o1)c1ccccc1
    -3.2	-3.2	-2	4	104	0	-11	0	-14
> Cc1cccc(NC(=O)CSc2nnc(Cn3nnc(-c4ccccc4)n3)n2-c2ccccc2)c1
    -0.6	-0.1	5	1	102	35	0	-3	-10
> CCCOC(=O)Oc1ccc2c(=O)c(Oc3cc(C)cc(C)c3)coc2c1
    -0.2	-3.5	3	0	99	-14	6	25	-9
